Assay outcomes (PubChem BioAssay)
BoNT-A LC inh2: BoNT A light chain protease inhibition; multiplex microsphere protease substrate cleavage, flow cytometry; inhibition, % at 10 µM; actives 0.17% (n = 360,000); also: plate controls were buffer without enzyme for full effect and enzyme alone for no effect
MazF activator: increases E. coli MazEF RNase cleavage of RNA; FAM/BHQ RNA-DNA oligo cleavage fluorescence, 5 h; activation, % at 20 µM; actives 0.32% (n = 350,000); AID 504720; in the data active = activation above about 50%
Target sequence (P0AE70 whole entry, looked up): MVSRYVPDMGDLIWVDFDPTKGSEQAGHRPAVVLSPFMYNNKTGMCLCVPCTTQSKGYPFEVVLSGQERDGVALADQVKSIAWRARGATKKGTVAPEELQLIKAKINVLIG
BoNT-F LC inh: BoNT F light chain protease inhibition. Multiplex microsphere protease cleavage assay, flow cytometry. actives 0.22% (n = 360,000). AID 588497. inhibition, % at 10 µM; in the data active = inhibition above about 35%, passing the limit was not always enough; inconclusive = no clear call, values can overlap the other calls; also: plate controls were buffer without enzyme for full effect and enzyme alone for no effect
VHR inh abs: DUSP3 (human) phosphatase inhibition | P51452 | recombinant VHR phosphatase, pNPP absorbance | inhibition, % at 13.3 µM | actives 0.52% (n = 290,000) | AID 1654; in the data active = inhibition above about 50%; also: some compounds called inactive have numbers as strong as hits
Target sequence (P51452 whole entry, looked up): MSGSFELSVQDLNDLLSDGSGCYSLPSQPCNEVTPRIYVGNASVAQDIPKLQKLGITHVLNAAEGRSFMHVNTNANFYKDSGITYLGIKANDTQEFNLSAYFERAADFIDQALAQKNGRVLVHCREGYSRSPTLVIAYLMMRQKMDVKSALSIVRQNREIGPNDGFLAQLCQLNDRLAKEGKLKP
Rv3671c protease: inhibits the M. tuberculosis serine protease Rv3671c; P9WHR9; inhibition, % at 5.96 µM; actives 0.048% (n = 320,000); AID 2606; in the data active = inhibition above about 38%;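 also: extracellular domain of Rv3671c used as enzyme; 0% = enzyme with DMSO and 100% = no enzyme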
SSB-PriA inh: inhibitors of Klebsiella pneumoniae PriA binding to SSB C-terminal tail | actives 0.6% (n = 430,000) | AlphaScreen SSBct-PriA binding, biotinylated peptide | inhibition, % at 33 µM; in the data active = inhibition mostly above about 37%, no sharp cut-off; inactive = mostly below about 20%;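 also: plate controls were negative control peptide for no effect and reference peptide for full effect; strong numbers were not always called active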
SARS 3CLpro inh: SARS-CoV 3CLpro protease inhibition; actives 0.14% (n = 290,000); recombinant SARS-CoV 3CLpro, quenched FRET peptide cleavage; AID 1706; P0C6X7; inhibition, % at 6 µM; in the data active = inhibition above about 12%
PrPC TRFRET: cell surface PrPC inhibition, primary TR-FRET screen. P04156. TR-FRET read-out. inhibition, % at 13.8 µM. actives 0.43% (n = 370,000). AID 720596; in the data active = inhibition above about 24%; also: 0% = median of the test wells and 100% = reference compound wells
CCHF vOTU inh: blocks the CCHF virus ovarian tumor domain protease. actives 0.55% (n = 370,000). CCHFV vOTU protease, Pep-AMC fluorescence. inhibition, % at 11.5 µM. AID 651958; in the data active = inhibition above about 30%; also: 0% = vehicle wells with enzyme and 100% = no enzyme wells
Anthrax LF prot: blocks Bacillus anthracis lethal factor protease; multiplex microsphere protease cleavage assay, LF; actives 0.12% (n = 360,000); inhibition, % at 10 µM; AID 588501; also: plate controls were buffer without enzyme for full effect and enzyme alone for no effect
Target sequence (P15917 whole entry, looked up): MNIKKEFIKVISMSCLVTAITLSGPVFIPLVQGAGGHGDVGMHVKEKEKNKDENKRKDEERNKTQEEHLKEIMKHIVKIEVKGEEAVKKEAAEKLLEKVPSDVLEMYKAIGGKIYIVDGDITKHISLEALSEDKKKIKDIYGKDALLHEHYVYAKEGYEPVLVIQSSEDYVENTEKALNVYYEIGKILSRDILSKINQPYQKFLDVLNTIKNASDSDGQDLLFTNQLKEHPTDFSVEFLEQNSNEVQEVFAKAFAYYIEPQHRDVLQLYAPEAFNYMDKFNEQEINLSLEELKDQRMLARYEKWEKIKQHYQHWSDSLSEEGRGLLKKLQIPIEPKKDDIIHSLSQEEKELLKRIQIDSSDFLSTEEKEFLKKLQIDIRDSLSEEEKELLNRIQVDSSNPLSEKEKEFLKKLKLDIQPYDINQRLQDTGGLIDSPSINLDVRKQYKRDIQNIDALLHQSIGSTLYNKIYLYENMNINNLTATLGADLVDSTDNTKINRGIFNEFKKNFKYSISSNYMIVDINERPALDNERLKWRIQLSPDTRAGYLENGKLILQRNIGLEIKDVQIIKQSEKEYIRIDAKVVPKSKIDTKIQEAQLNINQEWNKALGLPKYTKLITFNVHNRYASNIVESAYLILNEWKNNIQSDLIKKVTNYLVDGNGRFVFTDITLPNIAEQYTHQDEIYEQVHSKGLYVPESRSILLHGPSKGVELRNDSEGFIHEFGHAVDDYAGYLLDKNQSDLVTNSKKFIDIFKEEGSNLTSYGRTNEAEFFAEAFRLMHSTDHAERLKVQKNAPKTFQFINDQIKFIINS
* = called active by the depositor; ? = inconclusive; . = not tested or not shown. Rule as the data show it, unless noted: active = inhibition above about 30%; inconclusive = no clear call, values can overlap the other calls; inactive = below that. Not all compounds are listed; the hit share may differ from the screen's.

SMILES	BoNT-A LC inh2	MazF activator	BoNT-F LC inh	VHR inh abs	Rv3671c protease	SSB-PriA inh	SARS 3CLpro inh	PrPC TRFRET	CCHF vOTU inh	Anthrax LF prot
O=C1CCCN1c1ccc(N2CCCC2=O)cc1	.	-11.8	.	12.7	4.4	-3.7	0.3	-7.4	-0.1	.
C=CCOc1c(Br)cc(CNc2ccc(NC(=O)CCC)cc2)cc1OCC	-0.2	-6.3	-6.9	4.1	10.2	35.2	5.4	0.9	-4.9	-0.6
CC(C)(C)c1ccc(S(=O)(=O)N2CCC(O)(c3ccc(Cl)cc3)CC2)cc1	?	-0.2	?	5.4	-6.6	-4.7	0.8	6.2	2.4	1.4
O=C(c1ccccc1[N+](=O)[O-])N(CCc1ccccc1)Cc1ccccc1	1.5	3.1	-2.9	-7.2	-1.5	4.4	-1.5	2.7	15.3	-1.1
Clc1cccc(-c2nc3nc4ccccc4nc3n2Cc2ccccc2)c1	2.7	8.2	-0.4	-4.5	-2.2	-11.0	1.7	9.8	2.1	3.2
COc1ccc(NC(=O)c2ccc(NC(=O)CN3CCN(c4ccc(O)cc4)CC3)cc2)cc1	0.3	5.5	-0.7	.	.	7.8	.	0.0	18.1	0.9
CC(=O)Nc1cccc(N=NN2CCCCC2)c1	0.2	7.6	-7.1	26.9	-6.1	-3.1	3.4	-3.1	-6.3	-2.6
O=C(COC(=O)c1cc(S(=O)(=O)N2CCCC2)ccc1O)NCCc1ccccc1	2.8	6.0	-5.9	.	-5.1	-0.9	.	5.0	-5.1	1.0
O=C(CSc1nnnn1-c1ccccc1)NCCCN1CCCC1=O	-0.3	3.0	3.5	.	-1.1	-10.3	.	-6.5	-12.7	2.4
CNc1c(N)n(Cc2ccccc2)c(=O)[nH]c1=O	-1.4	22.7	-9.2	-3.8	-2.1	-10.9	8.5	-9.5	-1.3	-13.9
CC(C)NC(=O)NC(=O)CSc1ncc(C(F)(F)F)cc1Cl	-2.1	1.2	-3.1	6.7	-0.6	-20.4	1.9	2.2	-1.8	-0.2
CCC(C)(C(=O)NC1CCCCC1)N(Cc1ccco1)C(=O)Cc1cccs1 (centres undefined)	0.8	8.0	-9.0	25.5	3.8	-9.4	-2.6	-1.0	-3.7	2.7
Cn1c(SCC(=O)N2c3ccccc3Sc3ccccc32)nnc1-c1ccco1	1.3	-2.0	?	16.8	-2.5	3.0	-6.9	6.8	0.4	1.0
CCN(c1ccc(C)c(C)c1)S(=O)(=O)c1c(C)[nH]c(=O)[nH]c1=O	-3.3	-1.3	-17.7	4.5	-7.9	2.7	-0.8	-2.5	-11.8	-7.0
CCOC(=O)N1CCN(C(=O)c2ccc(N(Cc3ccccc3)S(C)(=O)=O)cc2)CC1	-2.9	3.1	-7.0	7.8	1.4	-17.9	-1.6	-3.7	-5.7	-20.4

As entered above:
BoNT-A LC inh2 result of CCOC(=O)N1CCN(C(=O)c2ccc(N(Cc3ccccc3)S(C)(=O)=O)cc2)CC1 = -2.9
Anthrax LF prot result of CC(C)NC(=O)NC(=O)CSc1ncc(C(F)(F)F)cc1Cl = -0.2
VHR inh abs result of CCN(c1ccc(C)c(C)c1)S(=O)(=O)c1c(C)[nH]c(=O)[nH]c1=O = 4.5
CCHF vOTU inh result of O=C(CSc1nnnn1-c1ccccc1)NCCCN1CCCC1=O = -12.7
Anthrax LF prot result of O=C(c1ccccc1[N+](=O)[O-])N(CCc1ccccc1)Cc1ccccc1 = -1.1
CCHF vOTU inh result of CC(=O)Nc1cccc(N=NN2CCCCC2)c1 = -6.3

Remaining list, next part.
SMILES	BoNT-A LC inh2	MazF activator	BoNT-F LC inh	VHR inh abs	Rv3671c protease	SSB-PriA inh	SARS 3CLpro inh	PrPC TRFRET	CCHF vOTU inh	Anthrax LF prot
Cn1c(C(C(=O)NCC2CCCO2)N(CCc2ccccc2)C(=O)Cn2nnc3ccccc32)nc2ccccc21 (centres undefined)	0.9	3.8	-0.5	22.9	-7.9	2.1	5.2	-4.7	8.5	-2.5
Cc1cccn2c(=O)c3cc(C(=O)NCC4CCCO4)c(=N)n(C4CCCC4)c3nc12 (centres undefined)	-0.3	10.6	2.1	31.1	4.0	-21.2	-4.5	-24.8	-344.9	2.7
CC1(Oc2ccc(F)cc2)CCN(Cc2ccccc2OC(F)F)C1 (centres undefined)	0.3	.	-9.0	.	.	.	.	-0.7	2.2	1.3
CS(=O)(=O)N(CC(=O)N1CCCCCC1)Cc1ccc(Cl)cc1	?	1.2	4.4	17.1	-2.3	-11.6	-1.4	7.2	-2.4	-0.7
CN(c1ccc(Cl)cc1)c1cc2c(c3c1ccn3C)C1CCC2C1 (centres undefined)	-0.4	.	-3.4	.	.	.	.	-4.0	-6.3	-12.3
Cc1ccc(C2N(c3ccc(Cl)cc3)C(=O)N3CCCN23)cc1 (centres undefined)	-1.6	3.2	?	-11.0	2.5	-16.6	2.7	4.3	-9.6	-12.7
CCN(C(=O)CSc1nnnn1-c1ccccc1OC)C1CCS(=O)(=O)C1 (centres undefined)	-0.3	4.8	-9.7	.	2.7	-2.1	.	-1.5	4.7	-5.3
Cc1ccc2c(c1)sc1nc(=O)n(-c3cccc(Cl)c3)c(=O)n12	0.8	11.9	0.8	16.6	-4.0	-10.5	-1.8	0.7	-1.8	-0.9
COc1ccc([C@@H]2[C@@H]3C(=O)N(C(C)(C)C)C(=O)[C@@H]3[C@]3(Cc4ccccc4)C(=O)N(c4ccc(Br)cc4)C(=O)N23)cc1	-0.1	-22.9	-3.4	32.1	-8.0	-14.4	5.8	.	.	-0.9
CCCc1ccc(C(=O)NNc2ccc(F)cc2)cc1	.	11.1	.	39.7	3.4	-2.2	9.1	8.1	-16.4	.
CCOC(=O)C(NC(=O)C1CCCN1C(=O)OCc1ccccc1)C(=O)OCC (centres undefined)	0.0	-2.3	1.7	13.3	3.7	-7.3	-4.0	0.4	1.8	2.7
COc1cc(CCCN2C(N)=NC[C@@H]2Cc2ccccc2)cc(OC)c1OC	0.1	16.1	-2.9	-7.9	-2.3	-18.9	.	-2.0	-4.8	-8.3
CC(C)(C)OC(=O)N1CCC(NC(=O)c2nc[nH]c2C(=O)N2CCc3ccccc3C2)CC1	0.0	0.9	-0.9	.	-4.3	10.0	.	-6.1	-2.5	0.7
O=C(N/N=C/c1ccccc1)c1cccc2ccccc12	0.9	2.0	-3.1	.	-8.6	.	.	6.2	-5.5	15.6
Cc1nc2ccc(C(=O)N(C)Cc3ccccc3)cn2c1N(C)C(=O)CCc1ccccc1	-0.1	.	-7.2	.	.	.	.	-8.7	28.7	-7.1
NC(=O)C1CCN(C(=O)c2ccc(Cl)c(S(=O)(=O)N3CCc4ccccc43)c2)CC1	0.0	-1.4	-8.0	.	.	.	.	-8.2	2.1	0.1
Cc1ccc(Cn2ncn3c(cc4ccccc43)c2=O)cc1	-0.7	-1.2	4.4	11.6	-6.2	-18.3	3.7	3.4	-2.5	5.5
O=C(Nc1ccnn1C1CCN(CCCc2ccccc2)CC1)c1ccccc1	.	2.6	.	-1.5	3.6	-5.0	1.0	-6.2	-8.0	.
CCCn1c(=O)c2c(nc(Br)n2CCC)n(C)c1=O	0.5	8.9	17.6	-6.2	9.2	-14.2	3.4	-0.4	-6.8	0.7
C=CCSc1nnc(-c2cc(Br)ccc2N)c(=O)[nH]1	1.7	5.3	-2.3	44.0	-1.3	-5.1	-0.4	2.8	3.1	-3.7
CCCC12CN3CCN(CC(C3)/C1=N\NC(=O)c1ccccc1N)C2	0.7	-4.5	8.5	17.0	-3.5	.	-4.7	1.9	-18.1	-0.8
COC(=O)CCC(=O)NC(=S)Nc1ccc(S(=O)(=O)N2CCCC2)cc1	0.0	3.3	3.1	32.4	-6.9	-13.4	0.6	9.0	-1.5	-0.8
CCOC(=O)CSc1nc2c(cnn2-c2ccc(C)cc2)c(=O)[nH]1	-0.3	2.2	-4.6	-2.4	-10.9	1.3	-2.2	0.7	-2.5	-2.2
O=C(Nc1ccc2oc(-c3ccc4ccccc4c3)nc2c1)c1cccs1	0.2	57.7*	0.1	10.5	0.3	-16.1	4.5	2.7	-4.3	1.1
CC1=CC(C)C2C(=O)N(O)C(=O)C2C1 (centres undefined)	-0.3	-4.8	18.1	24.0	0.9	1.0	4.6	-4.6	-3.4	-2.6
O=C(NNc1nc(-c2ccccc2)cs1)c1cccs1	.	5.3	.	3.8	-2.0	10.2	1.6	-8.8	-0.4	.
CC1CCCCC1NC(=O)C(C)N1C(=O)c2ccccc2C1=O (centres undefined)	-4.3	-6.0	-11.2	.	-4.6	-12.8	.	4.8	9.4	-3.4
O=C(O)Cc1sc(N/N=C\c2ccccc2)nc1-c1ccccc1	2.0	-13.0	-9.5	-0.5	-6.2	.	-2.9	-5.7	12.6	-0.9
N#Cc1ccc(Oc2cc(C(F)(F)F)nc(-c3ccccn3)n2)cc1	-0.5	18.5	-9.6	22.6	2.7	-9.2	-4.5	-1.3	-3.2	-3.7
CCOC(=O)C1(C)CCN1C(=O)c1ccc(OC)c(OC)c1 (centres undefined)	-0.4	.	1.2	.	.	.	.	-0.7	-3.3	-1.1

Entries of single compounds from above. Order of values: BoNT-A LC inh2, MazF activator, BoNT-F LC inh, VHR inh abs, Rv3671c protease, SSB-PriA inh, SARS 3CLpro inh, PrPC TRFRET, CCHF vOTU inh, Anthrax LF prot
Listed for O=C(O)Cc1sc(N/N=C\c2ccccc2)nc1-c1ccccc1 → 2.0, -13.0, -9.5, -0.5, -6.2, ., -2.9, -5.7, 12.6, -0.9
Listed for CC1CCCCC1NC(=O)C(C)N1C(=O)c2ccccc2C1=O (centres undefined) → -4.3, -6.0, -11.2, ., -4.6, -12.8, ., 4.8, 9.4, -3.4

New compounds follow
SMILES	BoNT-A LC inh2	MazF activator	BoNT-F LC inh	VHR inh abs	Rv3671c protease	SSB-PriA inh	SARS 3CLpro inh	PrPC TRFRET	CCHF vOTU inh	Anthrax LF prot
O=C1CC2(CCCC2)C(=O)N1CN1CCN(S(=O)(=O)c2ccc(Cl)c(Cl)c2)CC1	3.5	1.5	-10.7	.	-7.4	1.0	.	4.5	11.9	10.3
CCC(C)(O)c1[nH]c2ccc(C(F)(F)F)cc2c1C (centres undefined)	-0.1	16.8	-0.8	-10.2	-8.3	-2.3	5.9	3.7	14.8	2.9
CSc1cccc(NC(=S)N(Cc2ccccc2)Cc2cccnc2)c1	-0.7	-10.9	-5.0	12.4	-6.9	2.6	2.0	1.8	11.1	-2.9
O=C(c1ccccc1)N1CN2CN(C(=O)c3ccccc3)CC([N+](=O)[O-])(C2)C1	-0.2	0.8	-3.3	16.9	-6.5	-2.4	-1.4	1.1	-13.1	0.3
S=C(Nc1ccccc1Cl)N1CCCCC1	-1.0	0.3	-2.8	-0.9	-6.1	0.3	1.4	8.7	-4.7	-1.5
COc1ccc2nc(SC(C)C(=O)NC3CCCCC3)[nH]c2c1 (centres undefined)	-0.7	4.3	5.6	.	.	-6.2	.	4.0	1.0	1.6
COc1cccc(C(=O)N2CCN(Cc3cc(Br)ccc3OC)CC2)c1	0.1	-0.3	?	9.4	11.9	-0.2	-0.6	4.4	14.2	-6.2
NS(=O)(=O)c1ccc(CNC(=O)Cc2cccs2)cc1	-2.1	1.7	-8.1	17.9	-0.4	-10.5	2.4	7.2	1.0	-2.1
CCN(CC)S(=O)(=O)c1ccc(C)c(NC(=O)CN2C(=O)NC3(CCCC3)C2=O)c1	2.1	8.3	3.0	-9.4	-5.0	6.6	-4.4	3.2	-1.0	5.8
COc1ccc(CNC(=O)C2CCN(S(C)(=O)=O)CC2)c(OC)c1	-2.0	6.3	-13.3	23.3	8.3	-4.4	-2.8	5.6	0.5	-4.8
Cc1ccc(CN(C)C(=O)CCc2nc3sc4c(c3c(=O)[nH]2)CCCC4)o1	-0.3	-8.9	-3.7	5.9	-1.9	-4.1	1.1	-3.6	2.9	-0.1
Cc1cc(NC(=O)CSc2nccn2-c2cccc(C)c2C)no1	-0.2	-1.9	-0.2	15.2	1.5	-1.4	-6.3	-1.3	14.1	1.8
O=C(OCc1nnc(-c2ccccc2)o1)c1ccc2c(c1)OCCO2	-0.6	-2.2	-2.9	13.7	0.0	-3.2	0.3	2.1	-2.2	-3.6
